VHR inh color: blocks the human dual specificity phosphatase VHR1. recombinant VHR phosphatase, colorimetric substrate read-out. actives 0.7% (n = 50,000). inhibition, % at 20 µM; in the data active means inhibition above about 60%; further: some results filed as inactive read as strong as hits
Target sequence (P51452 whole entry, looked up): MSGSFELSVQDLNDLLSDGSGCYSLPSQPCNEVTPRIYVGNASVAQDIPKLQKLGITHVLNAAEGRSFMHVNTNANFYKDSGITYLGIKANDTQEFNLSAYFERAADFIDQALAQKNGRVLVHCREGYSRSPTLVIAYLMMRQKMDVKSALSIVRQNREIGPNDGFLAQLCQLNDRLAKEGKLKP
The depositor's hits bear a star.

Sample of the layout:
SMILES	VHR inh color
CCOc1ccc(NC(=O)c2cccc(F)c2)c([N+](=O)[O-])c1	-11
Cc1ccc(C(=O)Nc2ccc(C(=O)O)cc2)cc1S(=O)(=O)NC1CCCCC1	4
CCOC(=O)N1CCN(c2ccc3nnnn3n2)CC1	1
COc1cc(/C=C2/SC(=S)N(CC(=O)Nc3ccc(F)c(Cl)c3)C2=O)cc(OC)c1OC	4
COc1ccc(C2=C/C(=C\c3cccnc3)C(=O)O2)cc1	-2
O=C(NCCCO)C(=O)NCc1ccccn1	-15
CN(C)c1ccc(CNC23CN4CN(CN(C4)C2)C3)cc1	9

Results (from the top)
SMILES	VHR inh color
CCOc1ccc(NC(=O)c2cccc(F)c2)c([N+](=O)[O-])c1	-11
Cc1ccc(C(=O)Nc2ccc(C(=O)O)cc2)cc1S(=O)(=O)NC1CCCCC1	4
CCOC(=O)N1CCN(c2ccc3nnnn3n2)CC1	1
COc1cc(/C=C2/SC(=S)N(CC(=O)Nc3ccc(F)c(Cl)c3)C2=O)cc(OC)c1OC	4
COc1ccc(C2=C/C(=C\c3cccnc3)C(=O)O2)cc1	-2
O=C(NCCCO)C(=O)NCc1ccccn1	-15
CN(C)c1ccc(CNC23CN4CN(CN(C4)C2)C3)cc1	9
COc1ccc(OC)c(NC(=O)c2cc(-c3cccc(Br)c3)nc3ccccc23)c1	-6
Cc1cc(C(=O)Nc2cccc3ccccc23)co1	-10
CCOc1cccc(C(=O)Nc2nnc(-c3cccc(OCC)c3)s2)c1	-10
COc1ccc(S(=O)(=O)N(CCc2ccccc2)CC(=O)Nc2cccc(Cl)c2C)cc1	20
O=C(NCc1ccccc1)/C(=C\c1ccc(-c2ccccc2)o1)NC(=O)c1ccccc1	-2
COc1cccc(NC(=O)COc2ccc(-c3ccccc3)cc2)c1	4
COc1ccc(CSc2nnc3nc(C)cc(C)n23)cc1	2
COc1ccc(S(=O)(=O)Nc2cccc([N+](=O)[O-])c2C)cc1	0
CCOc1cccc(-c2cc(C(=O)N3CCN(Cc4ccccc4)CC3)c3ccccc3n2)c1	-35
Clc1ccc(Cn2c(CNc3ccc(Cl)cc3)nc3ccccc32)cc1	-1
O=C1S/C(=C/c2ccccc2F)C(=O)N1CNc1ccc(I)cc1	-30
O=C(O)CCCCCN1C(=O)C(=O)/C(=C(/O)c2ccc(F)cc2)C1c1ccccc1Cl (stereo unspecified)	-5
CC(C)CCNC(=O)c1ccccc1C(=O)NCCC(C)C	1
COc1cc(C(=O)N2CCc3ccccc3C2)cc(OC)c1OC	17
O=Cc1cn(CCOc2ccc(Cl)cc2)c2ccccc12	2
COC(=O)C1=C(C)N=c2s/c(=C\c3ccc4c(c3)OCO4)c(=O)n2C1/C=C/c1ccccc1 (stereo unspecified)	-18
CCCOC(=O)C1=C(C)NC2=C(C(=O)CC(C)(C)C2)C1c1ccc(N(C)C)cc1 (stereo unspecified)	4
CCn1ccnc1C(O)c1cc(OC)ccc1OC (stereo unspecified)	-11
O=c1cc(C(F)(F)F)c2ccc(OCc3ccc([N+](=O)[O-])cc3)cc2o1	5
Cc1sc(NC(=O)c2ccc([N+](=O)[O-])cc2Cl)nc1-c1ccccc1	-13
CCCCCc1ccc(/C(C)=N/Nc2cc(-n3cc(C)cn3)ncn2)cc1	-35
O=C(NCC1CCCO1)c1nn2c(c1Cl)NC(c1cccs1)CC2C(F)(F)F (stereo unspecified)	-17
c1ccc(Nc2nc3c(s2)CCc2ccccc2-3)cc1	-1
O=C(Nc1ccc2nn(-c3ccc(Cl)cc3)nc2c1)c1ccc2c(c1)OCCO2	-3
O=C(Nc1ccc(S(=O)(=O)Nc2ncccn2)cc1)c1ccccc1	11
CCOC(=O)c1ccccc1NC(=O)CN(c1ccc(C)cc1)S(=O)(=O)c1ccc(SC)cc1	-28
Cn1c(=O)c(N2CCCCC2)c2c3c(cccc31)C(=O)c1ccccc1-2	-25
COc1ccc(/C=C2\C(=O)NC(=O)N(c3cccc(Br)c3)C2=O)c(C)c1	18
C=CCNC(=O)c1cnn(-c2ccccc2)c1NC(=O)c1cccc(F)c1	0

Next section; the last 6 above are carried over.
SMILES	VHR inh color
O=C(Nc1ccc2nn(-c3ccc(Cl)cc3)nc2c1)c1ccc2c(c1)OCCO2	-3
O=C(Nc1ccc(S(=O)(=O)Nc2ncccn2)cc1)c1ccccc1	11
CCOC(=O)c1ccccc1NC(=O)CN(c1ccc(C)cc1)S(=O)(=O)c1ccc(SC)cc1	-28
Cn1c(=O)c(N2CCCCC2)c2c3c(cccc31)C(=O)c1ccccc1-2	-25
COc1ccc(/C=C2\C(=O)NC(=O)N(c3cccc(Br)c3)C2=O)c(C)c1	18
C=CCNC(=O)c1cnn(-c2ccccc2)c1NC(=O)c1cccc(F)c1	0
O=[N+]([O-])c1ccc(N2N=C(c3ccccc3)CC2c2ccccc2O)cc1 (stereo unspecified)	-76
Cc1nnc(N/N=C/c2cccc(F)c2)[nH]c1=O	-11
COc1cc(C2NC(=O)NC(C)=C2C(=O)OCCOC(C)C)ccc1OCc1ccccc1 (stereo unspecified)	-18
O=C(NCc1ccccn1)c1ccc([N+](=O)[O-])cc1	-9
COc1cccc(CN2CCN(S(=O)(=O)c3ccc(Cl)cc3)CC2)c1	2
CCOC(=O)c1c(NC(=O)C(C)(C)C)sc2c1CCC2	-12
Cc1ccccc1OCC(=O)Nc1cccc(NC(=O)c2ccco2)c1	-26
CC1(C)CC(C)(c2ccc([N+](=O)[O-])cc2)c2cc([N+](=O)[O-])ccc21 (stereo unspecified)	-1
O=c1oc(-c2ccco2)cc(-c2ccccc2)c1-c1ccccc1	-24
CCOc1ccc(N/C(=N\S(=O)(=O)c2ccc(NC(C)=O)cc2)Nc2nc(C)cc(C)n2)cc1	0
CC(C)(C)OC(=O)NNC(=O)c1ccco1	-1
CCOc1cc(OCC)cc(C(=O)Nc2cc(C)ccc2C)c1	2
O=C(Cc1nc2ccccc2[nH]1)NCc1ccccc1	-1
CC12CCC(C/C1=N/O)C(C)(C)N2 (stereo unspecified)	-24
COc1ccccc1C/C(N)=N/OC(=O)Cc1ccc(Cl)cc1	11
Cc1onc(-c2ccccc2Cl)c1C(=O)Nc1ccccc1C(N)=O	16
Oc1ccc(Cl)cc1/C=N/c1c(-c2ccco2)nc2cc(Cl)ccn12	-13
CCN=C(Nc1ccc2c(c1)OCO2)SC1CC(=O)N(c2ccc(Br)cc2)C1=O (stereo unspecified)	-8
CCOc1ccccc1C(=O)Nc1sc(C)c(C)c1C#N	10
CCOc1ccc(C(=O)Nc2ccccc2OC)cc1[N+](=O)[O-]	-44
O=C(Nc1c[nH]c(=O)[nH]c1=O)c1ccccc1F	-6
CC1=C(C(=O)OCCOc2ccccc2)C(c2ccc(Cl)c(Cl)c2)C2=C(CCCC2=O)N1 (stereo unspecified)	-37
O=C(NOC(=O)c1ccccc1I)c1ccc(Cl)cc1	-5
Cc1ccc(/C=C2\SC(=S)N(c3ccc(F)cc3)C2=O)o1	10

Arranged by number of heavy atoms (lowest first): some entries from above.
SMILES	VHR inh color
CC12CCC(C/C1=N/O)C(C)(C)N2 (stereo unspecified)	-24
O=C(Nc1c[nH]c(=O)[nH]c1=O)c1ccccc1F	-6
COc1ccccc1C/C(N)=N/OC(=O)Cc1ccc(Cl)cc1	11
CCN=C(Nc1ccc2c(c1)OCO2)SC1CC(=O)N(c2ccc(Br)cc2)C1=O (stereo unspecified)	-8

Remaining list, next part.
SMILES	VHR inh color
O=C(Nc1ccc2nn(-c3ccccc3)nc2c1)c1cccc(F)c1	3
NC(=O)c1ccc(N=Cc2ccccc2OCc2ccccc2)cc1	-2
Cc1ccc2nc(SCCOc3ccccc3)[nH]c2c1	-11
COc1cc(NC(=O)c2cc(-c3cc(C)ccc3C)nc3ccccc23)c(OC)cc1Cl	-8
CC(=O)NC1=NC(=O)/C(=C\c2ccc(-c3ccc([N+](=O)[O-])cc3)o2)S1	57
O=c1c(-c2ccccc2)c(C(F)(F)F)oc2cc(O)ccc12	2
CCOC(=O)c1c(NC(=O)/C=C\C(=O)O)sc(C(=O)Nc2ccccc2)c1C	-44
COc1cccc(Nc2nc(-c3ccc(S(=O)(=O)N4CCOCC4)cc3)cs2)c1	-8
COC(=O)c1cccc2c1NC(=O)C2=O	-4
CC(C)c1ccc(NC(=O)c2cccc(F)c2)cc1	-20
COC(=O)c1ccc(C2C(C(=O)OC(C)C)=C(C)N=C3SCCC(=O)N32)cc1 (stereo unspecified)	16
COc1ccc(NC2=C(Cl)C(=O)N(c3cccc(C)c3C)C2=O)cc1	-16
CCOC(=O)C1=C(O)CSC1=Nc1cccc(Cl)c1	-2
CC(C)C(=O)Nc1ccc(O)cc1C(=O)O	1
C=CCn1c(/C=C/c2ccccc2)nc2ccccc21	12
O=C(NN1CCOCC1)c1cc2ccccc2oc1=O	-16
CC(=O)N1c2ccccc2N(Cc2ccc(Cl)c(Cl)c2)C(=O)C1(C)C	2
O=C(c1ccccc1F)N1CCN(c2ccc(Cl)cc2[N+](=O)[O-])CC1	-8
O=C(NCc1ccc2c(c1)OCO2)c1ccc(S(=O)(=O)N2CCCCCC2)cc1	5
Cc1ccc(C(C)C)c(OCC(=O)Nc2ccc(I)cc2Cl)c1	-10
O=C(COc1ccccc1[N+](=O)[O-])Nc1ccc(I)cc1Cl	1
COc1ccc(-c2nnc(N)s2)cc1	-26
COc1ccccc1N1C(=O)S/C(=C\c2ccccc2Cl)C1=O	-9
CC1CN=C(NC(=S)Nc2ccccc2)S1 (stereo unspecified)	51
Cc1cc2c(cc1C)NC(c1ccsc1)C1=C(CC(C)(C)CC1=O)N2 (stereo unspecified)	7
CCCN(CCC)c1ccc(/C=N/NC(=O)c2ccc(F)cc2)cc1	-12
Cc1c([N+](=O)[O-])c([N+](=O)[O-])nn1CC(=O)N1CCOCC1	-43
O=C(Nc1ccc(OC(F)(F)F)cc1)c1ccc(OCc2ccccc2)cc1	5
COc1ccc(/C=N/NC(=O)c2cc(-c3ccc(Cl)cc3)n[nH]2)cc1	-7
Cc1ccccc1C(=O)Nc1cc(C(=O)O)cc(C(=O)O)c1	-10
Cc1ccc(-n2nc3ccc(NC(=O)COc4ccccc4[N+](=O)[O-])cc3n2)cc1Cl	-14
CN1CCN(C(=O)c2ccc(F)c(F)c2)CC1	6
COc1ccc(/C=N/NC(=O)COc2ccc3c(C)cc(=O)oc3c2)cc1	-26
C=C(C)CSc1nc(N)c2c3c(sc2n1)COC(C)(CC)C3 (stereo unspecified)	13
O=C1Oc2ccccc2C(=O)/C1=C/c1cccc2ccc(O)cc12	-14
CCCCOC(=O)COC(=O)COc1c(Cl)cc(Cl)cc1Cl	-3
CC(C)C12CN3CC(C(C)C)(CN(C1)C3c1ccc(N(C)C)cc1)C2=O (stereo unspecified)	-11
CC1(C)C(=O)N(c2ccccc2)C(=O)N(c2ccccc2)C1=O	-8
OCCNc1nc(-c2ccccc2Cl)nc2ccccc12	28
CCOC(=O)c1ccc(NC(=O)C(=O)NCc2ccccn2)cc1	-5
COc1ccc(C(=O)Nc2cccc(-c3nc4ccccc4o3)c2C)cc1	14
c1ccc(C(Sc2nc3ccccc3[nH]2)c2ccccc2)cc1	7
Brc1ccc(CN2CCN(C3CCCC3)CC2)cc1	-9
O=C(Nc1ccccc1C(=O)O)c1ccc(N2C(=O)c3cccc([N+](=O)[O-])c3C2=O)cc1	-14
CCOC(=O)CSCCOc1ccc(C=C2C(=O)NC(=S)NC2=O)cc1OC	-11
O=C(N/N=C\c1ccccc1C(F)(F)F)c1n[nH]c2c1CCCC2	3
CCOC(=O)c1c(NC(=O)CCc2ccccc2)sc(C(=O)Nc2ccccc2OC)c1C	-8
CCOC(=O)C1=C(C(=O)OCC)SC(=C2C(=S)C(C)(C)N(C(=O)CC)c3ccc(OCC)cc32)S1	-28
COc1ccc(C(=O)CCNc2ccccc2)cc1	-16
CC1(C)Cc2c(sc3[nH]c(=S)n(CCc4ccccc4)c(=O)c23)CO1	-10
N/C(=N/OCC(=O)Nc1ccc(F)cc1)c1nonc1N	16
CCOc1cccc(C(=O)NCc2ccncc2)c1	-15
CCOC(=O)c1ccc(NC(=O)/C=C/c2ccccc2)cc1	-11
O=C1C2C3c4ccccc4C(C(=O)O)(c4ccccc43)C2C(=O)N1c1cccc([N+](=O)[O-])c1 (stereo unspecified)	-6
COc1cccc(OCCCOc2ccc(C)c(C)c2)c1	-1
COc1ccc(CCN=C(Nc2ccccc2)SC2CC(=O)N(c3ccc(F)cc3)C2=O)cc1 (stereo unspecified)	-14
COc1ccccc1NC1=C(Cl)C(=O)N(c2ccc(C)cc2C)C1=O	4
C=CCCCC(=O)Nc1ccccc1C	-8
CC(=O)c1cccc(NC(=O)/C(=C\c2cccs2)NC(=O)c2cccs2)c1	35
CCc1ccc(/C=N/n2cnnc2)cc1	-23
(cont.)
SMILES	VHR inh color
Cc1ccc(-c2csc(/C(C#N)=C/c3sccc3C)n2)c(C)c1	14
COc1ccc(C2=NN(C(C)=O)C(c3ccccc3OC)C2)cc1 (stereo unspecified)	-11
FC(F)(F)c1nnc2ccc(N3CCOCC3)nn12	-14
O=C(CSc1nc2sc3c(c2c(=O)[nH]1)CCCC3)NCCCn1ccnc1	-10
CCOC(=O)c1cccc(P(=O)(C(C)C)C(C)C)c1	-6
CC1(C(=O)Nc2ccccc2Cl)CC2c3ccccc3C1c1ccccc12 (stereo unspecified)	-6
CCC1(CO)COC(c2ccco2)OC1 (stereo unspecified)	-16
Cc1ccccc1C(=O)Nc1cc(Cl)c([N+](=O)[O-])cc1Cl	-3
CCOc1ccc(-c2cc(C(=O)NN)c3ccccc3n2)cc1	17
O=C(Cc1ccc(Cl)cc1)N/N=C/Cc1ccccc1	-7
CC(NS(=O)(=O)c1ccc(Br)cc1)C1C2CC3CC(C2)CC1C3 (stereo unspecified)	-20
O=C(/C=C/c1ccccc1Cl)NCCN1CCOCC1	5
O=C(Nc1ccccc1)O/N=C/c1c(F)cccc1Cl	-20
COc1ccccc1N1CCN(C(=O)c2cc([N+](=O)[O-])ccc2Cl)CC1	-7
CC(NC(=O)c1cc2nc(-c3ccco3)cc(C(F)(F)F)n2n1)C1CC2CCC1C2 (stereo unspecified)	-20
CCCOc1ccc(C(=O)Nc2cccc(C(=O)Nc3nccs3)c2)cc1	-4
Cc1[nH]n(-c2ccccc2)c(=O)c1/C=N/Nc1ccccn1	-31

Only part of the results is shown (hit frequency here may not be typical).
